NCI-60 one-dose screen, 48 h, at 10 µM unless noted. Numbers give growth in % (100 = growth as untreated, 0 = no growth, -100 = all killed).
DU-145: DU-145 prostate cancer; actives 4.2% (n = 81,000); AID 1794760
OVCAR-4: OVCAR-4 ovarian cancer cells; actives 3.7% (n = 80,000); AID 1794784
OVCAR-5: OVCAR-5 ovarian cancer. actives 2.9% (n = 82,000)
OVCAR-8: OVCAR-8 ovarian cancer; actives 4.4% (n = 81,000)
U251: U251 CNS tumor cells | actives 5.4% (n = 80,000)
PC-3: PC-3 prostate cancer cells. actives 3.9% (n = 80,000). AID 1794754
SK-OV-3: SK-OV-3 ovarian cancer cells; actives 3.2% (n = 80,000); AID 1794785
OVCAR-3: OVCAR-3 ovarian cancer; AID 1794787; actives 7% (n = 79,000)
SF-268: SF-268 CNS cancer cells; actives 3.1% (n = 82,000)
The depositor's hits bear a star; . = no result given; [ ] = dose if it differs, or a comment. The calls were made as follows: active = growth percent below 10; inactive = the rest.

Molecule,DU-145,OVCAR-4,OVCAR-5,OVCAR-8,U251,PC-3,SK-OV-3,OVCAR-3,SF-268
COc1cc(CNS(=O)(=O)c2ccc(C)cc2)ccc1OCc1cn(-c2ccc(Cl)cc2)nn1,102,89,106,105,102,91,72,105,85
N#Cc1c(N)n2c(nc1=Nc1ccc([N+](=O)[O-])cc1)sc1cc(Cl)ccc12,107,86,101,94,86,82,76,108,95
O=C(O)c1cn(C2CC2)c2cc(N3CCN(C(=O)C[n+]4ccc5ccccc5c4)CC3)c(F)cc2c1=O,103,96,103,98,105,93,108,102,97
COc1cc2c(cc1OC)C1=NN(C(=O)Nc3ccc(F)cc3)C(c3ccccc3)C1C2 (stereo not given),106,123,113,93,96,105,107,115,108
CCSc1ncc(CO)c(N)n1,106,95,135,126,105,.,96,.,106
CO/N=C1\CN(c2nc3c(cc2F)c(=O)c(C(=O)O)cn3C2CC2)CC1CN (stereo not given),.,90,127,90,98,97,107,103,90
CC(=O)Cc1nn(Cc2ccccc2)[nH]c1=O,117,104,108,123,99,110,90,151,98
CC1(C)CC(=O)C2=C(C1)C(c1ccc(Cl)cc1)n1ncc(C#N)c1N2 (stereo not given),108,96,103,97,98,90,83,113,103
O=C(O)CN(CCN1CC(=O)OC(=O)C1)CCN1CC(=O)OC(=O)C1,77,70,72,73,26,69,78,36,71
C1CN(CC2CCC(CN3CCOCC3)O2)CCO1 (stereo not given),111,107,109,104,108,105,90,112,104
CC1=C(C(=O)n2c3ccccc3c3ccccc32)C(c2cccc([N+](=O)[O-])c2)C(C(=O)n2c3ccccc3c3ccccc32)=C(C)N1,103,103,99,99,90,81,98,100,89
CCC[C@@]12Cc3ccccc3N[C@@H]1N(C)c1ccccc12,109,97,89,103,99,92,115,100,102
Cc1nnc(NS(=O)(=O)c2ccc(N=Nc3cc4ccccc4c(C(=O)O)c3O)cc2)s1,104,106,115,98,93,104,109,116,99
FC(F)(F)c1cc2n(n1)-c1ncccc1Oc1ccccc1-2,98,89,103,95,96,76,95,99,95
CCC[n+]1cccc(C(N)=O)c1,109,107,98,104,99,.,104,106,102
COc1ccc(-c2csc(C3=C(O)CN(CCCN4CCCC4=O)C3=N)n2)cc1OC,103,116,94,95,99,84,109,99,121
NC(=O)c1c(NC(=O)c2ccc(OCC3CCCO3)cc2)sc2c1CCCC2 (stereo not given),105,115,101,104,95,74,119,108,109
COc1ccc(-c2cc(-c3cccc4ccccc34)c(C#N)c(=O)[nH]2)cc1S(N)(=O)=O,100,101,105,109,102,103,103,109,100
O=C(Nc1cccc(N2C(=O)CSC2=S)c1)C(Cl)Cl,102,114,104,102,98,101,132,116,105
Cc1nc2c(C)c(C(=O)Nc3ccccc3)sc2c(=O)[nH]1,112,.,116,104,105,88,105,118,112

A draw from above in order of molar mass, high to low:
Molecule,DU-145,OVCAR-4,OVCAR-5,OVCAR-8,U251,PC-3,SK-OV-3,OVCAR-3,SF-268
CC1=C(C(=O)n2c3ccccc3c3ccccc32)C(c2cccc([N+](=O)[O-])c2)C(C(=O)n2c3ccccc3c3ccccc32)=C(C)N1,103,103,99,99,90,81,98,100,89
COc1ccc(-c2csc(C3=C(O)CN(CCCN4CCCC4=O)C3=N)n2)cc1OC,103,116,94,95,99,84,109,99,121
CO/N=C1\CN(c2nc3c(cc2F)c(=O)c(C(=O)O)cn3C2CC2)CC1CN (stereo not given),.,90,127,90,98,97,107,103,90

Additional structures follow:
Molecule,DU-145,OVCAR-4,OVCAR-5,OVCAR-8,U251,PC-3,SK-OV-3,OVCAR-3,SF-268
CCCCCCCCCC1=NC(C)(C)CN1C(C)C,105,92,83,85,85,66,91,89,100
FC(F)(F)c1cc2n(n1)-c1ncc(Br)cc1Oc1ccccc1-2,99,63,103,61,83,81,91,93,84
CCCCOc1nc2ccc(C)cc2cc1/C=C/C(=O)/C=C(/C=C/c1cc2cc(C)ccc2nc1OCCCC)OB(F)F,116,119,99,101,95,100,95,110,100
Cn1cc(-c2nc(-c3c[nH]c4ncc(F)cc34)cs2)c2cccnc21,.,82,93,105,99,104,109,117,116
COc1ccc(CN2[C@@H](CC(C)C)C=C[C@H](CC(C)C)N(Cc3ccccc3)S2(=O)=O)cc1,108[5 µM],63[5 µM],118[5 µM],93[5 µM],54[5 µM],55[5 µM],78[5 µM],95[5 µM],93[5 µM]
Cn1cnc2c1c(=O)n(CC(=O)Nc1ccc(F)cc1)c(=O)n2C,108,116,107,105,96,81,101,113,101
N=C(N)NCCC[C@@H]1NC(=O)c2ccc(nc2)-c2ccc(cn2)NC(=O)CCNC(=O)[C@H](CCCNC(=N)N)NC(=O)[C@H](CCCNC(=N)N)NC(=O)[C@H](CCCNC(=N)N)NC(=O)c2ccc(nc2)-c2ccc(cn2)NC(=O)CCNC(=O)[C@H](CCCNC(=N)N)NC(=O)[C@H](CCCNC(=N)N)NC(=O)[C@H](CCCNC(=N)N)NC(=O)c2ccc(nc2)-c2ccc(cn2)NC(=O)CCNC(=O)[C@H](CCCNC(=N)N)NC(=O)[C@H](CCCNC(=N)N)NC1=O,92[4 µM],86[4 µM],93[4 µM],91[4 µM],107[4 µM],65[4 µM],80[4 µM],92[4 µM],74[4 µM]
COc1ccc(-n2nc[nH]c2=O)cc1,111,109,99,88,98,87,87,114,100
CC(=O)OCC(=O)C1(O)C(C)CC2C3C=C(C)C4=Cc5c(cnn5-c5ccccc5)CC4(C)C3C(O)CC21C (stereo not given),27,43,25,45,14,9.9*,43,11,31
C#C[C@]1(O)CCC[C@H]2[C@@H]3CC[C@@H]4C[C@H](OC(C)=O)CC[C@]4(C)[C@H]3C(=O)C[C@@]21C,107,95,112,103,106,82,86,110,91
CC(C)NNC(=O)c1ccccc1,106,111,98,104,102,100,114,118,102
O=C(Nc1cc(Cl)cc(Cl)c1)C(Cc1cccc[n+]1[O-])c1ccccc1 (stereo not given),113,100,93,97,90,74,99,105,93
COc1cc2c(cc1Cc1cccc(Cl)c1F)c(=O)c(C(=O)O)cn2[C@@H](CO)C(C)C,70,71,86,47,28,47,87,54,51
COc1ccccc1CNCCCN1C(=O)c2ccc3c4c(ccc(c24)C1=O)C(=O)N(CCCNCCNCCCN)C3=O,16,-95*,66,12,-1.1*,42,53,-14*,1.0*
CSc1nc(N)cc(N)n1,110,115,98,100,101,97,104,114,109
NC(N)=NS(=O)(=O)c1ccc(N=Nc2c(N)[nH]n(C(=O)c3ccccc3)c2=O)cc1,109,114,102,101,103,109,112,.,102
O=C(C(=O)N1CCOCC1)c1ccc(O[C@@H]2O[C@H](CO)[C@H](O)[C@H](O)[C@H]2O)cc1,116,109,104,109,115,89,104,118,117
C1=C(c2ccccc2)CCCC1,107,105,132,104,97,101,117,119,102
O=C(Nc1ncc(Cc2cccc(C(F)(F)F)c2)s1)c1ccc2c(c1)OCCO2,15,37,37,23,17,28,35,-8.1*,38
O=[N+]([O-])c1cccc2cc(Br)cnc12,116,109,99,107,106,102,113,113,104

Results in OVCAR-3 and PC-3 (five entries from above):
SMILES | OVCAR-3 | PC-3
C#C[C@]1(O)CCC[C@H]2[C@@H]3CC[C@@H]4C[C@H](OC(C)=O)CC[C@]4(C)[C@H]3C(=O)C[C@@]21C | 110 | 82
O=C(Nc1ncc(Cc2cccc(C(F)(F)F)c2)s1)c1ccc2c(c1)OCCO2 | -8.1* | 28
COc1cc2c(cc1Cc1cccc(Cl)c1F)c(=O)c(C(=O)O)cn2[C@@H](CO)C(C)C | 54 | 47
CCCCOc1nc2ccc(C)cc2cc1/C=C/C(=O)/C=C(/C=C/c1cc2cc(C)ccc2nc1OCCCC)OB(F)F | 110 | 100
Cn1cc(-c2nc(-c3c[nH]c4ncc(F)cc34)cs2)c2cccnc21 | 117 | 104

The listing continues.
Molecule,DU-145,OVCAR-4,OVCAR-5,OVCAR-8,U251,PC-3,SK-OV-3,OVCAR-3,SF-268
CC(=O)Nc1ccc(-c2ccc(NC(C)=O)cc2)cc1,95,88,104,98,99,100,101,98,92
O=C(CCc1nnc(C(Cl)(Cl)Cl)o1)c1nc2ccccc2[nH]1,118,105,104,107,108,.,109,118,110
CCOC(=O)C1=C(C)N=c2s/c(=C\c3ccccc3O)c(=O)n2C1c1ccc(OC)c2ccccc12 (stereo not given),44,39,52,13,-69*,23,62,10,38
COC(=O)/C=C1\S/C(=N\NC(=O)c2cc3ccc2/C=C\c2ccc(cc2)/C=C\3)N(c2ccccc2)C1=O,51,29,48,41,16,-36*,135,-6.2*,73
O=C(OCCCCCCOC(=O)c1cccc2c(=O)c3ccccc3[nH]c12)c1cccc2c(=O)c3ccccc3[nH]c12,106,103,96,101,102,99,102,103,99
O=C(O)CCCCNC(=O)c1nc(-c2ccccc2)n(-c2ccc(F)cc2)n1,105,112,111,114,110,108,111,106,101
O=C1c2ccccc2C(=O)c2c1c(C(=O)c1ccccc1)c1ccccn21,102,108,107,88,91,75,87,105,94
N#C[C@@H]1C[C@@H]2C[C@@H]2N1C(=O)[C@@H](N)C12CC3CC(CC(O)(C3)C1)C2,126,123,106,118,113,95,107,128,124
Nc1ccc2c(c1)[nH]c(=O)c1ccccc12,97,92,88,91,85,88,99,97,97
CNC(=O)c1cnc(C)nc1-c1cc(C(C)(C)C)c(O)c(C(C)(C)C)c1,100,90,102,105,97,89,98,116,98
NS(=O)(=O)c1ccc(-n2nc(-c3ccc(Br)cc3)ccc2=O)cc1,12[100 µM],89[100 µM],95[100 µM],88[100 µM],11[100 µM],78[100 µM],25[100 µM],71[100 µM],67[100 µM]
C[N+]1(Cc2ccc([N+](=O)[O-])cc2)CCC(CCC2CC[N+](C)(Cc3ccc([N+](=O)[O-])cc3)CC2)CC1 (stereo not given),111,102,88,98,93,94,98,114,104
CCCCC/C=C\C/C=C/CCCCCCCC1=NC(CC)(CO)CO1 (stereo not given),105,.,109,98,.,82,102,107,109
COc1ccc(-c2nc3c(ncc4ccc(-c5ccccc5OC)nc43)s2)cc1,94,103,99,100,98,80,111,104,91
CCCC(=O)c1cc(O)c(O)c(O)c1,105,97,97,98,96,101,100,100,94
Cc1cn(C2CCCCO2)c(=O)nc1NO (stereo not given),113,.,109,101,112,104,119,109,103
COC(=O)[C@]1(C)CCC[C@]2(C)[C@H]3C[C@H]4C(C(C)C)=C[C@]3(CC[C@H]21)[C@H]1[C@@H]4[C@@H](OCCC#N)CC[C@@H]1OCCC#N,57,31,93,51,33,2.4*,76,23,48
COc1cccc(C(c2cccc(OC)c2)c2ccccc2C(=O)O)c1,100,108,104,92,110,98,115,104,93
O=S(=O)(NCCNc1cc(-c2c(-c3cccc(O)c3)nc3sccn23)ccn1)c1cccc(F)c1,70,66,105,53,65,53,70,70,57
O=C(O)c1ccc2c3c(ncnc13)-c1ccccc1C2=O,-100*,92,116,80,61,55,98,83,90

Molecule,DU-145,OVCAR-4,OVCAR-5,OVCAR-8,U251,PC-3,SK-OV-3,OVCAR-3,SF-268
O=S(=O)(NCCCNc1nccc(-c2c(-c3cccc(F)c3)nc3occn23)n1)c1ccc(Cl)cc1,68,56,94,52,76,40,70,84,68
Cn1c(=O)c2c(nc(Cc3ccccc3)n2C)n(C)c1=O,126,108,97,110,102,.,102,108,112
O=C(O)c1ccc(-c2cc3cnc4ccccc4c3oc2=O)cc1,108,103,90,103,98,99,112,108,100
CC1(C)CC(=O)c2c(nn(-c3ccc(Br)cc3)c2-c2cn(-c3ccccc3)nc2-c2cccs2)C1,104,91,111,96,95,77,96,102,98
CCOC(=O)c1c(O)cc(-c2ccc(F)cc2)cc1-c1sc(N(C)Cc2ccccc2)nc1Cl,118,111,96,96,99,96,112,106,104
CCOC(=O)[C@@H]1CS[C@H]([C@@H](C)[C@H]2CC[C@H]3[C@@H]4CCC5=CC(=O)CC[C@]5(C)[C@H]4CC[C@]23C)N1,101,66,108,95,88,76,96,93,95
C#CCOCC1CNC(=S)O1 (stereo not given),109,112,95,103,105,98,117,105,.

Screens from PubChem BioAssay.
